# Bioassay records from PubChem.
# aSyn UTR inh = MLPCN primary screen, SNCA 5' untranslated region; alpha-synuclein 5'UTR reporter, inhibitor activity; inhibition, % (tested at 7.5 µM); hit rate 0.82% among 300,000; AID 1813; in the data active means inhibition above about 60%; inconclusive means no clear call, values can overlap the other calls;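 further: H4 neuroglioblastoma cells stably carrying SNCA 5'UTR luciferase fusion; 0% = DMSO wells and 100% = positive control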
# HSF1 inhib = HSF1 inhibition; AID 2098; NIH3T3-HGL HSE-luciferase, MG132-induced, luminescence 8 h; active compounds read low; hit rate 0.77% among 300,000; activity change, negative = inhibition, % at 7.5 µM (by protocol);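 active means more than half of replicate wells show activity change below -50%, luminescence cut by over half; inconclusive means some wells, but at most half, below -50%; inactive means no replicate well below -50%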;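 further: luciferase reports HSF-1 transcriptional activity via heat shock element; 0% = median of DMSO wells and -100% = zero luminescence signal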
# HSF1 activator = increases HSF-1 driven luciferase reporter signal; NIH3T3-HGL HSF-1 luciferase reporter, MG132, 8 h; 100% = twice DMSO control signal; activation, % at 9 µM; hit rate 1.7% among 300,000; AID 504408;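 active means mean replicate activation of at least 50% with a set share of replicates each reaching 50%; inconclusive means only one of those two conditions met; inactive means mean below 50% and too few replicates reaching it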;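 further: 0% = median of the neutral control wells and 100% = twice that signal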
# GSK3beta inhib = blocks human GSK3beta kinase activity; P49841; GST-GSK3beta kinase, ADP-Glo luminescence, 60 min; active compounds read low; activity score (negative = inhibition), % at 10 µM; hit rate 0.038% among 300,000;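 active means more than half of replicate wells score below -50%, meaning over 50% inhibition versus plate controls; inconclusive means some replicates but at most half score below -50%; inactive means no replicate scores below -50%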;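 further: 0% = median DMSO wells and -100% = median GW8510 positive control wells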
# Target sequence (P49841 whole entry, looked up): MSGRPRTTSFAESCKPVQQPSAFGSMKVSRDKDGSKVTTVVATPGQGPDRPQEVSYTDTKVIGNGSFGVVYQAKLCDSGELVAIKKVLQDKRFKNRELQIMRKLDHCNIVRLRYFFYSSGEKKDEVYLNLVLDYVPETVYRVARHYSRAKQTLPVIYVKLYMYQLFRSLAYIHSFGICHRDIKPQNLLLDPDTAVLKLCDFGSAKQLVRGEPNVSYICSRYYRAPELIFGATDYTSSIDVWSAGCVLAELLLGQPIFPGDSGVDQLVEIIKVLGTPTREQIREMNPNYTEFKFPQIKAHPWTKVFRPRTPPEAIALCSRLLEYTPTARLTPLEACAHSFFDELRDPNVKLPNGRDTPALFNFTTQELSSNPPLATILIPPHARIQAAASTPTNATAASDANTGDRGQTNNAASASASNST
#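 Test system: GST-tagged human GSK3beta kinase, cell-free; evaluation: activity score scaled between in-plate DMSO and GW8510 controls; measured by: ADP-Glo luminescence; incubation: 60 min reaction, RT; benchmarks: DMSO and 20 µM GW8510; reagent: peptide substrate plus 25 µM ATP (final); medium: Tris/MgCl2 kinase buffer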
# HIF activator = HIF pathway transcriptional activation | U2OS HRE-luciferase reporter, luminescence; normalized: DMSO 0%, desferrioxamine 100% | activation, % at 7.5 µM (by protocol) | hit rate 0.32% among 300,000 | AID 1910;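 active means mean activation of at least 10% of the iron chelator positive control signal, with at least half of replicates also reaching 10%; inconclusive means mean and replicate majority disagree about reaching 10%; inactive means mean and most replicates under 10%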
# KLF5 inhibitor = kruppel-like factor 5 inhibition; DLD-1 KLF5 promoter-luciferase reporter, luminescence; AID 1700; inhibition, % at 5 µM; hit rate 0.23% among 290,000;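 active means inhibition above a per-plate limit of that plate's mean compound inhibition plus 3 SD, cut at about 60% in these data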;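 further: 0% = DMSO wells and 100% = LY294002 at 200 µM; higher means less KLF5 promoter-driven luciferase light; inactives centre near -14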
# GSK3 alpha inh = human GSK-3 alpha kinase inhibition; P49840; ADP-Glo luminescence, 60 min; inhibition, % at 10 µM; hit rate 0.1% among 320,000; AID 2650;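 in the data active means inhibition above about 50%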;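 further: GST-tagged GSK-3 alpha with peptide substrate and 25 µM ATP; 0% = DMSO neutral wells and 100% = GW8510 positive control wells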
# Target sequence (P49840 whole entry, looked up): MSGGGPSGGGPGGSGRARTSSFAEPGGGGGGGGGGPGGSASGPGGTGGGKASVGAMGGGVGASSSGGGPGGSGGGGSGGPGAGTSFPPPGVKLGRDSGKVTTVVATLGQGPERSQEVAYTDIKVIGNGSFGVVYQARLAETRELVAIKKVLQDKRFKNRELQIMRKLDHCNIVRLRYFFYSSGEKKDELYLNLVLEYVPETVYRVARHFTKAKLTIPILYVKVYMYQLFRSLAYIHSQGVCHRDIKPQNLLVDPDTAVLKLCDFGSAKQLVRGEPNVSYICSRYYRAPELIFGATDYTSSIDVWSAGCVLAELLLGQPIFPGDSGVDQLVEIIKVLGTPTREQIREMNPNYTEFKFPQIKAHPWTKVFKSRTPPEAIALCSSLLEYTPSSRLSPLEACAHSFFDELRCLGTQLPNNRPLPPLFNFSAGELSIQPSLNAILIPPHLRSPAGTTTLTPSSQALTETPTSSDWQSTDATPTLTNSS
# HSP90 inh = blocks HSP90-mediated luciferase refolding in reticulocyte lysate | inhibition, % at 5.6 µM | Rabbit reticulocyte lysate, luciferase refolding luminescence, 3 h | AID 1789 | hit rate 0.91% among 290,000;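 active means inhibition above the screen-wide mean plus 3 SD, computed separately per campaign, cut at about 16% in these data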;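 further: 0% = DMSO wells and 100% = 60 µM geldanamycin wells; inhibitors lower the luminescence because luciferase stays unfolded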
# AI-2 QS mod = modulates the Vibrio harveyi AI-2 quorum sensing system. AID 2094. hit rate 0.4% among 300,000. activity change, % at 7.5 µM. Vibrio harveyi JMH597 AI-2 luminescence/OD600 ratio, 9 h; active compounds read low; strain lacks LuxN and CqsS sensors; 0 = neutral-control median; in the data active means activity change below about -75%, passing the limit was not always enough; inconclusive means no clear call, values can overlap the other calls;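 further: luminescence divided by OD600 gain over 9 h not by final OD600 alone; inactives centre near 13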
# IEC-6 tox = counter-screen for KLF5 inhibitors: cytotoxicity in IEC-6 cells; IEC-6 cytotoxicity, luminescence viability; inhibition, % at 5 µM; hit rate 0.78% among 290,000; AID 1825; in the data active means inhibition above about 22%;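 further: 0% = plate median of test compound wells and 100% = cytotoxic reference compound wells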
# * marks the source's active call; other numbers are inactive results; ? = inconclusive; . = not tested or not shown.
SMILES,aSyn UTR inh,HSF1 inhib,HSF1 activator,GSK3beta inhib,HIF activator,KLF5 inhibitor,GSK3 alpha inh,HSP90 inh,AI-2 QS mod,IEC-6 tox
Cc1ccc(S(=O)(=O)NCCc2nnc3ccc(SCC(=O)Nc4nc(C)cs4)nn23)cc1,18,0,-3,4,-0.3,-14,-2,-2,32,-2
CCCCN(CCCC)C(=O)CCS(=O)(=O)c1ccc2c(c1)n(C)c(=O)c(=O)n2C,10,-4,-7,1,0.1,-29,-1,-4,42,-7
c1ccc(N2CCN(c3ccccc3)C2c2ccncc2)cc1,-21,-3,17,4,1.3,-16,-2,-4,7,6
CN(C(=O)COC(=O)CCCN1C(=O)c2cccc3cccc(c23)C1=O)C1CCS(=O)(=O)C1 (stereo unspecified),3,1,0,-2,0.0,.,-1,.,-4,.
Cc1ccc(C)c(N=Cc2ccc(-c3ccc([N+](=O)[O-])cc3)o2)c1,-9,-4,5,-4,-0.5,-13,-2,2,15,0
Cc1nc2ccccn2c1C(=O)N/N=C/c1ccccc1,-10,0,3,2,-1.4,-39,-1,-6,5,-5
Cc1cc(C)c(S(=O)(=O)Nc2ccc(N3CCOCC3)cc2)c(C)c1,-14,1,-18,-2,0.1,-12,-3,-2,0,-6
CN(C)/C=C(/C(=O)c1ccc(Cl)c(Cl)c1)c1nnnn1-c1ccccc1,-10,-4,2,0,-0.4,4,-3,1,3,-2
CC(=O)Nc1ccc(S(=O)(=O)N2CN(c3ccc(C)cc3)c3nc4ccccc4nc32)cc1,21,1,-9,3,1.3,-13,-5,-3,12,7
O=C(O)C1(c2ccccc2)CCN(S(=O)(=O)c2ccc(F)c(F)c2)CC1,15,-6,1,1,-0.1,7,-3,-2,-9,6
CCCCOC(=O)C(C)Oc1ccc(=O)n(-c2ccccc2)n1 (stereo unspecified),-15,-1,-10,5,-0.5,-28,-2,-2,7,-9
CC[C@H](C)[C@H](NS(=O)(=O)c1ccc(C)cc1)C(=O)N1CCC(C(=O)N[C@@H](C)C(=O)O)CC1,14,-2,-9,3,-0.3,-14,0,0,40,1
Cc1csc(NC(=O)c2ccc(=O)[nH]c2)n1,-14,4,8,0,1.6,10,-1,3,6,5
Cc1cc(C)cc(N(C(=O)C(F)(F)F)C(C(=O)NC2CCCCC2)c2cccs2)c1 (stereo unspecified),9,-2,20,0,-0.1,-1,2,-1,24,-1
COc1ccc(C2NC(=O)C(C#N)=C(S)N2c2ccc(C)cc2)cc1OC (stereo unspecified),-13,-19,-22,-5,-0.5,-22,-1,-1,8,8
COc1cccc(C(=O)NCC2(c3ccc(OC)c(OC)c3)CCCC2)c1,36,-4,5,2,0.3,-5,0,-2,18,-7
ClCCN1C2=NCCCN2c2ccccc21,21,1,-15,2,1.3,-14,1,3,22,6
CC(=O)Nc1ccc(N/C=C/C(=O)c2ccccc2)cc1,-255,2,10,8,3.8,-132,-3,0,0,-3
CSc1c(C#N)sc(=S)n1-c1ccc(C)cc1,15,-13,6,-1,-0.3,-10,-2,3,6,3
Cc1sc(-c2c(C#N)c(N)nc3c2CCCCCC3)cc1[N+](=O)[O-],23,-2,-5,3,-0.2,.,-1,.,10,.
CCn1c(SCC(=O)Nc2nncs2)nnc1C(C)NC(=O)c1ccccc1Br (stereo unspecified),-1,1,7,.,0.6,1,-1,3,.,-3
COCCCNC(=O)C(=O)Nc1cc2c3c(c1)CCC(=O)N3CCC2,9,5,22,-3,0.8,2,15,0,15,6
CCCc1nn(C)c(C(=O)Nc2ccc(CC)cc2)c1Cl,-74,9,12,-2,0.4,-16,.,-2,42,-2
CCCn1c(C)cc(C(=O)COC(=O)c2ccc(Cl)c(S(=O)(=O)N3CCCC3)c2)c1C,-16,-4,-18,2,2.0,-16,-2,-3,25,-10
CCOP(=O)(OCC)C(Nc1ccccn1)c1ccccc1 (stereo unspecified),13,8,-10,4,-0.2,-28,-1,3,11,6
Cc1ccc(C(=O)Nc2c(C#N)c(C)c(C)n2Cc2ccccc2)cc1,-20,1,-20,0,-0.7,-5,-2,4,0,8
O=C(CCN1C(=O)/C(=C\c2ccccc2)SC1=S)N1CCCCC1,-27,-1,-10,-3,0.3,-10,1,1,13,-8
CCc1nnc(NC(=O)c2ccc(S(=O)(=O)N(CCOC)CCOC)cc2)o1,-4,-5,-21,0,0.3,-35,-2,-2,23,-5
COc1cccc(NC2SC(=O)N(c3ccccc3)C2=O)c1 (stereo unspecified),-97,35,59*,-1,3.4,-41,0,-1,-8,-6
CCOC(=O)C1CCN(C(=O)Cc2cccs2)CC1,7,6,-9,2,-0.1,-8,-21,-3,19,-4
Cc1c(C=O)c2ccccc2n1CCOc1ccccc1,-28,1,13,2,0.5,-25,3,5,9,7
COc1ccc(NC(=S)N2CCN(S(C)(=O)=O)CC2)cc1,-2,-4,-11,-2,0.0,-12,-2,-1,13,0
Cn1c(Cl)cnc1C(O)c1ccccc1 (stereo unspecified),27,-1,-5,-2,.,-2,0,0,9,-2
COC(=O)[C@]1(Cc2ccccc2)N[C@H](c2ccc(-c3ccc(F)cc3)cc2)[C@@H]2C(=O)N(C)C(=O)[C@@H]21,32,12,10,2,-0.6,.,.,.,18,.
O=C(OCc1ccccc1)N1CCCC1/C=C/CN1CCOCC1 (stereo unspecified),15,4,-8,3,0.7,-4,.,2,8,1
c1ccc2[nH]c(NN=C3CCCCCC3)nc2c1,-114,-4,24,-5,4.2,-21,0,6,23,-7
O=c1c2ccccc2oc2cc(OCc3cccc(F)c3)cc(O)c12,-27,1,15,1,-49,-28,1,3,-3,-6
O=C(NC(Cc1c[nH]c2ccccc12)C(=O)O)c1ccccc1 (stereo unspecified),-10,3,11,2,-0.2,-39,0,3,3,-3
CN1CCN(CC2(O)CCN(S(=O)(=O)c3ccc(Cl)cc3)CC2)CC1,15,1,-11,-3,-0.4,1,0,2,13,-2
N#Cc1cc(N)ccc1Sc1ccccc1,9,-2,-2,2,-0.2,14,0,-2,7,6
O=C(O)CN1CCN(CC(=O)O)CCN(CC(=O)O)CCN(CC(=O)O)CC1,-5,-3,-17,1,-0.3,.,-2,.,15,.
CCOC(=O)c1c(NC(=O)Cn2nc([N+](=O)[O-])c(Br)c2C)sc2c1CCC(C)C2 (stereo unspecified),41,-23,-20,-6,-0.3,-19,.,2,14,-7
O=C(NCc1ccc2c(c1)OCO2)C1CC(=O)N(CCc2ccccc2)C1 (stereo unspecified),11,-6,1,-2,-0.1,-17,0,1,-16,2
COc1ccccc1N1CCN(C(C)C(=O)N2CC(C)OC(C)C2)CC1 (stereo unspecified),-3,-1,-10,4,-0.5,-19,-1,3,19,-3
CC12COC3(C(=O)Nc4ccc(Cl)cn4)CC1CCC32C (stereo unspecified),-16,-4,8,1,0.5,-26,-2,0,16,-2
COCCN1C(=O)N[C@@H](c2cccc(C(F)(F)F)c2)[C@H](C(C)=O)[C@H]1C,3,-11,-3,-29,-2.1,.,-2,.,6,.
COc1nnc(-c2ccc(C)c(S(=O)(=O)NC(C)C)c2)c2ccccc12,0,-2,1,3,-3.0,-35,-5,-4,12,3
CCNC(=O)CC1C(=O)N(c2ccc(OC)cc2)C(=O)N1CCOC (stereo unspecified),2,-7,-8,-2,1.8,-43,-3,-1,22,2
COc1ccc(NC(=S)N2CCN(Cc3cccc(F)c3)CC2)c(OC)c1,7,-1,-5,7,-0.5,9,0,1,3,-4
Cc1ccc2cc(C(c3nnnn3C3CCCC3)N3CCOCC3)c(=O)[nH]c2c1C (stereo unspecified),0,-1,-3,1,-0.5,-2,-2,5,-2,-5
COCCNC(=O)Cn1cnc2c1c(=O)n(C)c(=O)n2C,-7,28,56*,-2,0.1,-26,-2,-1,16,-1
O=C(Nc1cccc(Cl)c1)OCc1cn(-c2ccccc2)nn1,10,0,5,-4,0.6,-3,-3,-1,3,-7
COc1ccc(N2CC(C(=O)N3CCOCC3)CC2=O)cc1 (stereo unspecified),0,-3,-4,2,2.7,-26,-2,-3,14,-3
N/C(=N\OC(=O)C12CC3CC(CC(C3)C1)C2)c1ccncc1,-29,15,5,1,1.8,-16,-1,-2,27,-3
O=C1c2ccccc2C(=O)C1c1nccc2ccccc12,99*,?,-43,-3,-1.1,-22,0,5,12,1
CC(C)CNC(=S)NNC(=O)c1csc2ccccc12,-30,-23,-37,2,2.0,-57,1,5,7,3
CCCCN(C)C(=O)C1CCN(Cc2ccccn2)CC1,.,.,.,.,.,-10,1,-1,.,-1
CNS(=O)(=O)c1ccc(NC(=O)c2ccc(Cl)cc2Cl)cc1,2,3,4,-1,-0.6,-14,0,1,37,6
O=C(CCNC(=O)c1ccc([N+](=O)[O-])cc1)Nc1cccc(S(=O)(=O)N2CCCCC2)c1,19,1,-4,2,0.1,-2,2,4,11,-9
CS(=O)(=O)N1CCc2ccc(NC(=O)C3CCCO3)cc2C1 (stereo unspecified),-3,-11,-19,-4,-0.2,3,-2,1,15,7

# Later entries
SMILES,aSyn UTR inh,HSF1 inhib,HSF1 activator,GSK3beta inhib,HIF activator,KLF5 inhibitor,GSK3 alpha inh,HSP90 inh,AI-2 QS mod,IEC-6 tox
Cc1cccc(C)c1NC(=S)NN1CCN(C)CC1,1,0,5,0,0.7,-61,-1,3,11,2
O=C(c1cccc(F)c1)N1CCCC(C(=O)N2CCCCC2)C1 (stereo unspecified),2,3,6,-1,-0.6,-13,1,3,0,0
C/C(=C/c1ccccc1)C(=O)N1CCN(c2ccccc2F)CC1,32,1,20,0,0.8,-27,-6,1,5,-6
CN(C)c1ccc(NC2=C(Cl)C(=O)c3ccccc3C2=O)cc1,-116,-17,-28,-2,-3.9,-109,2,1,?,25*
COc1cccc(-c2nn(-c3ccc(C)cc3)cc2C(=O)NCC(c2cccs2)N2CCOCC2)c1 (stereo unspecified),19,7,30,0,0.0,.,1,.,19,.
CCOc1c(O)ccc(C2NC(=O)NC(C)=C2C(=O)OC)c1[N+](=O)[O-] (stereo unspecified),-28,-26,-45,-15,0.1,-6,20,2,18,-8
COc1cc(C(=O)N(Cc2ccco2)Cc2cc3ccccc3[nH]c2=O)cc(OC)c1OC,7,2,17,-1,-0.2,-23,-4,1,13,0
CCNCCC(CCC(C)C)c1ccc2c(c1)OCO2 (stereo unspecified),9,5,3,-3,-0.8,-18,1,4,22,4
COC(=O)c1c(C)c2c(C)cc3ccccn3c-2c1C(=O)OC,12,-2,-4,-2,-0.2,-10,0,3,8,-7
